High-throughput results: PubChem, several laboratories
14-3-3 Bad PPI: disrupts binding of bovine 14-3-3 zeta to phospho-Bad peptide; P63103; TR-FRET 14-3-3zeta/Dy647-pBad peptide displacement, 1 h; inhibition, % at 21.7 µM; hit rate 0.71% among 220,000;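 active means inhibition above about 70%, limit read from the data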;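 further: 0% = full 14-3-3 plus peptide FRET controls and 100% = background without 14-3-3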
Target sequence (P63103 whole entry, looked up): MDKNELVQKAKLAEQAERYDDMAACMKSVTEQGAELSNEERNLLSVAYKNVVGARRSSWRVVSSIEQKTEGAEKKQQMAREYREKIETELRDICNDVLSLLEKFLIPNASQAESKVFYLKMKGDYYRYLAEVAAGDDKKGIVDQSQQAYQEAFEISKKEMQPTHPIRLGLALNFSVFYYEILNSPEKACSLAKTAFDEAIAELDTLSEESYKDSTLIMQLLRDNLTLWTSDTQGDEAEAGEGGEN
TRPN1 ag: zebrafish TRPN1 (NompC) channel agonism; activation, % at 3 µM; HEK293 zebrafish TRPN1-YFP, Fluo-8 calcium fluorescence; 100% = response to 87 µM carbachol; hit rate 0.18% among 220,000; AID 1424;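 active means activation above its plate's cutoff, the mean activation of test wells on that plate plus 3 SD, cut at about 19% in these data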;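 further: 0% = DMSO alone and 100% = 87 µM carbachol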
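Material: zebrafish TRPN1-YFP in HEK293 cells. Doses: one dose of 3 µM, 0.3% DMSO. Incubation: dye 1 h 37 °C plus 30 min RT. Measured by: intracellular calcium fluorescence with Fluo-8.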
CHOP inhibitor: CHOP inhibition in unfolded protein response. CHO-K1 CHOP-promoter luciferase, tunicamycin-induced, 15-18 h. inhibition, % at 10 µM. hit rate 3.8% among 220,000;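 active means compounds that reduced the stress-induced luciferase reporter signal by more than about 70% of percent inhibition, limit read from the data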;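 further: 0% = tunicamycin plus vehicle and 100% = wells without tunicamycin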
NPY Y1 blocker: antagonists of human neuropeptide Y receptor Y1; hit rate 1% among 200,000; inhibition, % at 3.6 µM; HEK293-CNG Y1 cells, membrane potential fluorescence; NPY at EC95, then isoproterenol;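 active means inhibition above the campaign mean inhibition of all tested compounds plus 3 SD, cut at about 20% in these data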;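 further: 0% = DMSO wells given NPY plus isoproterenol and 100% = isoproterenol alone without NPY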
Target sequence (P25929 whole entry, looked up): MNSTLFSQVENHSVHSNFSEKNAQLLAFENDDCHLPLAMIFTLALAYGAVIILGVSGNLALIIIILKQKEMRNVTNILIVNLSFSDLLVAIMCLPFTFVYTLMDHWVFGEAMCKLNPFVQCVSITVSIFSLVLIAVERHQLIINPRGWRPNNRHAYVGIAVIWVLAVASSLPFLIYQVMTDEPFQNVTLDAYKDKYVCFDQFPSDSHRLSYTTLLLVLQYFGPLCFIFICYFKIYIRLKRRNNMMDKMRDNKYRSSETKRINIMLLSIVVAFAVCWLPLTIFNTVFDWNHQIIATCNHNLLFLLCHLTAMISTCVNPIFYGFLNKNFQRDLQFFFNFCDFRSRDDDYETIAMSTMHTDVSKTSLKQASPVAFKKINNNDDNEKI
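Assay system: HEK293 cells with Y1 receptor plus CNG channel | Probe or stimulus: NPY (25 nM), isoproterenol (1 µM), Ro 20-1724 (25 µM) | Timing: Compound incubation 1 h at room temperature, readout 45 min post-stimulation | Measured by: Membrane-potential fluorescent dye readout | Benchmarks: High control isoproterenol alone, low control NPY with isoproterenol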
PGE2 EP2 inh: EP2 receptor (human) inhibition; P43116; C6 glioma cells expressing human EP2, cAMP TR-FRET; cells stimulated with saturating PGE2; inhibition, % at 25 µM; hit rate 0.52% among 260,000; AID 1422;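 active means percent inhibition above 40 after rounding to a whole number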;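 further: rat C6 glioma host cells with rolipram phosphodiesterase inhibitor present; the protocol text gives 20 µM as final concentration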
Target sequence (P43116 whole entry, looked up): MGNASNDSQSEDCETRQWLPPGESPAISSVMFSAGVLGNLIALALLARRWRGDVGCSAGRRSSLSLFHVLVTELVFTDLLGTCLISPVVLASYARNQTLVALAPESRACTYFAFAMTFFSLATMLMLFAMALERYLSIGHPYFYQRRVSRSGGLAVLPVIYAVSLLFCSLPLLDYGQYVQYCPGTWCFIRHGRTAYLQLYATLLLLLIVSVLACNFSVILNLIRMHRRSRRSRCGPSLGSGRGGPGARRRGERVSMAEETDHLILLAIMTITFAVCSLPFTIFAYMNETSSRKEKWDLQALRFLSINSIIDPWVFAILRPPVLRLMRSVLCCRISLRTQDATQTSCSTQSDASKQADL
NPY1 pot ag: human NPY-Y1 potentiation or agonism, primary screen; hit rate 0.37% among 220,000; activation, % at 3.6 µM; NPY-Y1 expressing cells, potentiator/agonist activation; in the data active means activation above about 33%, passing the limit was not always enough;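 further: cells stimulated with NPY at EC10 then isoproterenol at EC100; 0% = low agonist plus stimulus and 100% = saturating agonist plus stimulus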
EP2 modulator: modulators of human EP2 prostaglandin E2 receptor | EP2-expressing cells, cAMP HTRF FRET, PGE2 co-stimulation | induction, % at 25 µM | hit rate 0.83% among 260,000 | AID 940;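 active means compounds whose cAMP rise, as percent of the full-agonist control response, exceeds 60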;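 further: rat C6 glioma line stably carrying human EP2 under a CMV promoter; the protocol text gives 20 µM as final concentration; 100% = response of wells given 1 µM PGE2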
TRPML3 ag: human mucolipin-3 channel agonism; HEK293 TRPML3-YFP, Fluo-8 calcium fluorescence; 100% = the carbachol control signal; activation, % at 3 µM; hit rate 0.29% among 220,000; AID 1448;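 active means activation above its plate's cutoff, the mean activation of the plate's test wells plus 3 SD, cut at about 12% in these data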;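 further: 0% = DMSO only wells and 100% = carbachol wells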
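Test system: HEK293 cells stably carrying human TRPML3-YFP; Doses: single dose, 3 µM final nominal compound, 0.3% DMSO final; Schedule: dye loading 1 h 37 °C then 30 min ambient, 125 s read; Technique: Fluo-8 calcium fluorescence; Benchmarks: high control carbachol 87 µM, low control DMSO.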
PPC-1+TRAIL kill: compounds killing PPC-1 cancer cells with TRAIL present (potentiator screen, no TRAIL-free arm); PPC-1 cells + TRAIL, ATPLite viability luminescence; hit rate 0.41% among 220,000; cell killing (% activity), % at 4 µM;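 active means cell killing above 50% in the first pass at 4 µM, then a duplicate retest at 5 µM averaging 50% or more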;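 further: plate controls were cells with TRAIL plus DMSO for no effect and medium-only wells lacking cells for full effect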
The depositor's hits bear a star; x = not tested or not shown; [ ] = remark or other dose.

SMILES	14-3-3 Bad PPI	TRPN1 ag	CHOP inhibitor	NPY Y1 blocker	PGE2 EP2 inh	NPY1 pot ag	EP2 modulator	TRPML3 ag	PPC-1+TRAIL kill
O=C(NC(=S)NCC1CCCO1)c1cccs1 (configuration not stated)	3.9	0.7	23.1	1.8	5.8	-1.8	2.4	0.7	8.2
COc1ccc(-c2[nH]ncc2[C@@H]2C[C@H]3CN(Cc4ccccc4C)C(=O)[C@]34CCCN24)cc1	16.6	2.0	16.5	-3.9	5.4	15.5	-26.2	1.2	x
CC(=O)c1cnc2scnn2c1=O	7.7	0.9	3.5	0.2	5.4	13.7	38.5	0.6	22.0
COc1ccc(-c2c3c(nc4sc(C(=O)Nc5ccccc5)c(N)c24)CCC3)cc1	x	-0.5	x	3.0	8.9	-8.2	x	0.7	x
CCc1nc(SCC(=O)NCc2ccccc2)c2c(=O)n(C)c(=O)n(C)c2n1	9.7	1.7	19.0	-1.2	15.3	3.6	-15.5	1.0	2.3
Cc1cc(N2CCN(S(=O)(=O)c3ccc(Cl)cc3)CC2)c2ccccc2n1	-10.3	1.4	68.4	-3.8	18.8	-9.3	-20.7	0.8	15.4
O=C1Nc2ccccc2N=C(c2ccccc2)C1Br (configuration not stated)	21.4	0.7	12.1	-6.5	7.0	-2.0	-33.2	-0.7	6.5
O=C(COC(=O)CCC(=O)c1cccs1)Nc1cccc(S(=O)(=O)N2CCOCC2)c1	-8.8	1.8	32.6	1.5	10.3	3.6	-10.9	0.7	7.9
CC(C)(C)n1nnnc1C(c1cccs1)N(Cc1cccnc1)Cc1ccco1 (configuration not stated)	-14.2	-3.5	22.3	9.5	3.5	9.5	24.3	-1.1	13.9
Cc1ccc(Cl)cc1N1CCN(C(=O)CN2C(=O)c3cccc4cccc2c34)CC1	-35.8	0.7	27.6	0.0	9.8	-15.1	16.0	0.4	15.6

3 compounds out of the list above, ordered by the value under TRPML3 ag, smallest number first.
compound	TRPML3 ag
O=C(COC(=O)CCC(=O)c1cccs1)Nc1cccc(S(=O)(=O)N2CCOCC2)c1	0.7
Cc1cc(N2CCN(S(=O)(=O)c3ccc(Cl)cc3)CC2)c2ccccc2n1	0.8
COc1ccc(-c2[nH]ncc2[C@@H]2C[C@H]3CN(Cc4ccccc4C)C(=O)[C@]34CCCN24)cc1	1.2

The list goes on:
SMILES	14-3-3 Bad PPI	TRPN1 ag	CHOP inhibitor	NPY Y1 blocker	PGE2 EP2 inh	NPY1 pot ag	EP2 modulator	TRPML3 ag	PPC-1+TRAIL kill
NC(=O)Nc1ccc(C(=O)OCC(=O)Nc2cccc(S(=O)(=O)NC3=NCCCCC3)c2)cc1	7.0	2.3	-23.4	x	4.2	-1.8	4.1	-0.2	-5.9
COc1cc(CC(=O)Nc2ccc(S(=O)(=O)Nc3ncccn3)cc2)cc(OC)c1OC	5.5	1.5	1.3	-1.5	10.0	8.6	-10.6	0.6	-11.7
COCCNC(=O)C(c1cccs1)N(C(=O)Cn1nnc2ccccc21)c1cccc(C(C)=O)c1 (configuration not stated)	-11.7[fluorescence artefact?]	1.3	13.4	0.2	9.8	-11.7	11.9	-0.3	25.0
O=C(CSc1nncs1)NC(=O)NCc1ccco1	-0.2	-1.5	-12.1	1.8	6.6	13.2	1.6	0.6	8.0
COc1ccc(C(C)=O)cc1COC(=O)CNC(=O)c1ccc(F)cc1	1.6[fluorescence artefact?]	1.4	8.2	-0.5	4.8	-27.0	8.5	0.2	16.3
O=C(C(Cc1ccccc1)NS(=O)(=O)c1cccc2cccnc12)N1CCc2ccccc21 (configuration not stated)	-7.0	0.3	45.4	5.1	15.9	13.6	24.7	-0.1	16.4
CC(=O)c1ccc(OC(C)C)c(CSC(=N)N)c1	-13.4	-1.2	17.9	3.3	4.8	4.3	-18.1	0.5	19.7
Cc1cccc(C(C)(C)C)c1OCCN1CCCC1	27.6	-0.5	19.5	8.0	10.0	-7.5	-24.6	0.8	17.3
O=C(Nc1ccc2c(c1)OCO2)Oc1ccccc1	-7.7	-0.1	-10.7	-0.1	5.4	-16.8	11.4	0.7	14.4
C=CCn1c(NC(=O)c2ccc(Br)o2)c(S(=O)(=O)c2ccccc2)c2nc3ccccc3nc21	12.8	0.8	18.2	-8.3	16.8	12.1	30.3	-0.8	0.0
COc1ccc(NC(=O)c2ccc(NS(=O)(=O)c3c(C)noc3C)cc2)cc1OC	4.0	-0.4	-6.6	16.4	18.3	-12.2	-37.3	1.1	7.4
COc1cc(C(=O)NCCc2cc3c(OC)ccc(OC)c3[nH]c2=O)cc(OC)c1OC	-4.2	-0.4	-8.7	-1.2	16.1	-14.5	-20.6	0.8	4.2
COC(=O)c1ccc2c(=O)n(CCN3CCOCC3)c(SCC(=O)C(C)(C)C)nc2c1	-2.8	0.4	7.3	-3.7	0.2	-1.0	48.9	0.1	12.4
CCOc1ccc(Nc2oc(-c3ccco3)nc2C#N)cc1	-5.4	-0.1	-3.2	0.9	23.2	10.4	-51.1	-0.3	4.1
C/C(=N\Nc1ccccc1)c1cc2ccccc2oc1=O	-6.3	-1.4	1.8	13.2	15.9	-17.1	-12.0	0.2	-1.9
COc1ccc(CC(=O)NCCc2ccc(S(N)(=O)=O)cc2)cc1	9.3	1.7	36.9	5.9	x	7.5	-11.5	1.4	26.0
NC(=S)N/N=C/c1ccc(-c2ccc(Cl)c(Cl)c2)o1	-9.8	-2.1	47.5	4.0	7.5	-13.7	5.1	0.3	23.1
COc1cccc(NC(=O)CCSc2nnc3scc(-c4ccccc4)n23)c1	1.7[fluorescence artefact?]	-0.8	46.2	-0.8	6.8	7.3	5.5	-0.7	11.8
O=C(CC(C(=O)N1CCc2ccccc21)n1ccnc1)NCC1CCCO1 (configuration not stated)	1.7[fluorescence artefact?]	2.4	-1.2	1.8	5.2	0.3	24.0	-0.1	-12.4
Cc1n[nH]c(=O)n1-c1ccc(C(C)C)cc1	-13.5	0.9	2.7	-0.8	5.0	15.6	24.2	0.9	9.2
CCOc1ccc(-n2c([S-])c(C(=O)Nc3ccc(S(=O)(=O)N4CCOCC4)cc3)[n+]3cc(C(N)=O)ccc23)cc1	-21.7	-0.6	-20.1	x	12.3	-12.9	-18.4	1.4	1.9
CC1CCc2onc(C(=O)O)c2C1 (configuration not stated)	-15.3	1.7	26.5	-4.1	13.2	6.3	29.4	0.6	7.3
CC(C)CCN1C(=O)c2ccc(C(=O)Nc3cccc(S(N)(=O)=O)c3)cc2C1=O	0.4[fluorescence artefact?]	0.3	1.9	1.9	18.2	-1.9	-3.6	1.3	5.8
CCC1Sc2ccccc2N(CC(=O)NCCC2=CCCCC2)C1=O (configuration not stated)	-3.0	-1.2	8.2	6.1	10.9	4.9	31.5	-0.2	11.9
O=C1C2C3C=CC(C3)C2C(=O)N1c1ccc2ccccc2n1 (configuration not stated)	5.4	0.2	19.1	3.5	7.3	3.4	23.0	0.6	11.6
CSc1nsc2nc(=O)c(/C=C3\C(C)=Nc4ccc(C)cc43)c(N)n12	-3.6	-1.5	1.5	-5.7	7.4	13.9	-37.1	-0.8	17.4
COc1ccccc1NC(NC(=O)c1ccccn1)C(Cl)(Cl)Cl (configuration not stated)	5.7[fluorescence artefact?]	-0.8	18.9	-2.4	4.2	32.6	-6.3	0.5	2.9
COc1ccc(NC(=S)/N=C(\N)Nc2nc(C)c3ccc(C)cc3n2)cc1	-12.2	0.1	25.6	12.3	4.7	-1.0	-30.8	-0.3	38.8
CCC(=O)N(Cc1cc2ccccc2[nH]c1=O)C(C)C	0.6[fluorescence artefact?]	1.4	-8.8	3.9	6.9	-4.6	16.2	0.9	7.9
CCc1c(C)nc2c(-c3ccccc3)c(C)nn2c1Nc1ccc(NC(C)=O)cc1	0.6	-0.9	17.3	x	7.8	22.9	-28.1	-0.7	-0.2
CCC(C(=O)O/N=C(\N)c1ccc(C)cc1)c1ccccc1 (configuration not stated)	-2.2	0.6	48.6	2.1	22.7	3.2	19.8	1.0	4.3
COC(=O)c1ccc(CC(=O)c2ccc(O)cc2O)o1	6.2	0.7	0.9	-5.3	12.3	22.6	10.1	-0.7	6.5
CC1CC(C)(C)OC(C[N+]2(C)CCCCC2)O1 (configuration not stated)	5.0	-0.2	15.1	x	2.3	-3.5	-19.6	1.1	-1.3
CC(=O)OC(COc1ccccc1)Cn1cnc2cc(C)c(C)cc21 (configuration not stated)	19.5	0.4	-18.3	10.2	7.0	4.9	37.6	-0.3	x
CCOc1ccc(OCC)c(NC(=O)CN2CCN(c3cccc(C)c3)C(C)C2)c1 (configuration not stated)	67.3[fluorescence artefact?]	0.9	29.7	-0.7	x	-0.2	58.3	0.7	7.6
CCOC(=O)CNC(=O)c1ccc(OCC(F)(F)F)cc1	-1.6	-0.7	-16.6	4.0	-1.8	-21.4	-12.9	0.5	29.3
COc1ccc(C2CC(=O)Oc3c2c(=O)n(C)c2ccccc32)c(OC)c1OC (configuration not stated)	-1.3	0.5	10.7	3.3	4.9	-11.7	7.3	0.7	x
Cc1[nH]c2ccccc2c1/C=N/NC(=S)NCc1ccccc1	-6.3	-0.5	9.2	3.4	8.0	-4.2	-17.9	0.8	-11.5
Cc1ccc(/C=C/C(=O)N2CCN(S(=O)(=O)c3cccs3)CC2)o1	2.3	3.1	8.3	x	2.9	12.4	-14.9	0.7	-5.0
Cc1nn(-c2ccccc2)c(Cl)c1/C=N/NC(=O)c1ccc(CNc2ccccc2)o1	-14.0[fluorescence artefact?]	-1.6	27.0	-12.1	3.7	13.0	11.7	-0.5	-1.1
Cc1nnc(SCC(=O)Nc2ccccc2N2CCOCC2)s1	1.9	0.7	25.3	-1.6	9.4	23.6	13.2	-0.7	7.9
CCSC(=O)N(CC)CC(=O)Nc1c(CC)cccc1CC	-9.4	-0.7	3.5	15.9	14.1	-20.9	13.0	-0.2	6.2
COC(=O)[C@H](Cc1ccccc1)NC(=O)Nc1ccc(S(N)(=O)=O)cc1	9.7	2.2	8.4	-2.8	15.8	9.1	7.2	0.9	-0.2
CC(=O)Nc1ccc(S(=O)(=O)NC2(C(F)(F)F)N=C(c3ccccc3)NC2=O)cc1 (configuration not stated)	-9.8	-0.4	11.7	-4.3	3.0	41.1	14.9	0.7	8.1
CCCCOc1ccc(-c2nc(SCC(N)=O)n[nH]2)cc1	6.2	1.2	-7.7	-4.5	0.9	11.5	18.5	0.4	6.9
C=C1C(=O)O[C@@H]2[C@H]1[C@@H](OC(=O)/C(C)=C/C)C/C(C)=C\C(=O)/C=C(\C)[C@@H]2O	-6.3	x	107.4*	x	5.5	x	12.2	x	22.3
COC(=O)c1ccsc1NC(=O)C1=COCCO1	0.5	-0.7	4.2	-8.7	8.5	-3.5	1.6	-0.3	21.3
CC(C)NC(=O)c1cnc(N2CCN(c3ccccn3)CC2)c2ccccc12	-10.3	1.9	16.3	-2.9	14.6	-4.2	11.9	-0.2	-0.8

The list is partial; the hit share may differ from the screen's.
